TPT1 inh: Candida albicans TPT1 enzyme inhibitors, primary screen, biochemical, fluorescence polarization; tRNA 2'-phosphotransferase TPT1 (Candida albicans SC5314); recombinant caTPT1, FP RNA substrate dephosphorylation; inhibition, % at 5 µM; 300,000 tested, 0.81% active; AID 1962, 2009;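 active = inhibition above the mean of all tested compounds plus 3 SD, set per screening campaign, cut at about 24% in these data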;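 also: plate controls were DMSO alone for no effect and ferristatin control at 100 nM for full effect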
GASC-1 inh: inhibitors of GASC-1 histone demethylase, primary screen, biochemical, fluorescence, DELFIA europium; Lysine-specific demethylase 4C (Homo sapiens), Q9H3R0; GST-JMJD2C(1-420) H3K9me3 demethylation; inhibition, % at 2.35 µM; 330,000 tested, 0.069% active; AID 2099, 2009;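 active = more than half of a compound's replicate wells show inhibition beyond 50%, single wells judged on their own value; inconclusive = some, but no more than half, of replicates pass 50% inhibition; inactive = no replicate passes 50% inhibition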;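 also: signal counts dimethyl H3K9 product captured on neutravidin plate; 0% = median of DMSO wells and 100% = 0.3 times that DMSO median; strong numbers were not always called active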
Target sequence (Q9H3R0 1-420 limits assumed): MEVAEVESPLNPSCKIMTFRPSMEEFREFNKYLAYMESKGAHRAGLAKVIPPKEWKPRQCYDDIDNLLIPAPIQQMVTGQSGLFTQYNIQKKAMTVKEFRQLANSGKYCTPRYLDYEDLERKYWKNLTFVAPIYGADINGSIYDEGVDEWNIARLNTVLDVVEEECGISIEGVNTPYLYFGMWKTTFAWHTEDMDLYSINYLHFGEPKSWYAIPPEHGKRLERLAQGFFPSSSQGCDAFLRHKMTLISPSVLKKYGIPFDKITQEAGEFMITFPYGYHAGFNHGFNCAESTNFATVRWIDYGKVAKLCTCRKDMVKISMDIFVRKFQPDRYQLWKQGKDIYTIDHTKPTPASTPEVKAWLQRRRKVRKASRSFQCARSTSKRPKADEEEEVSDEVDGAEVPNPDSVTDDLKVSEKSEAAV
core dimer inh: inhibitors of HCV core protein dimerization, primary screen, biochemical, TR-FRET, high-throughput. TR-FRET GST/Flag-core106 dimerization, 1536-well. inhibition, % at 5 µM. 300,000 tested, 0.33% active. AID 1899, 2009;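 active = inhibition above the mean of all tested compounds plus 3 SD, set per screening campaign, cut at about 45% in these data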
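Material: GST/Flag-tagged HCV core106 proteins. Incubation: 4 h, 22.5 °C incubation. Read-out basis: inhibition (%) from 671 over 617 nm ratio. Measured by: TR-FRET, excitation 340 nm, emission 617 and 671 nm.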
Efflux pump mplx: inhibitors of Candida efflux pumps in yeast, primary screen, S. cerevisiae, Nile Red, multiplex. S. cerevisiae Candida pump triplex. inhibition, % at 10 µM. 330,000 tested, 0.44% active. AID 485275, 2010;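 active = plate passing quality check with inhibition over a set limit, or well fluorescence over plate mean plus 4 SD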;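 also: Nile Red retained in pooled yeast measured as flow cytometry median fluorescence; 0% = buffer negative control and 100% = Enniatin B positive control; higher means more Nile Red kept so more efflux inhibition; some compounds called inactive have numbers as strong as hits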
procasp7 counter: procaspase-7 activators, primary screen, counter-screen for procaspase-3 activator project, biochemical, absorbance, HTS, human. AID 463210, 2010. recombinant procaspase-7, Ac-DEVD-pNA absorbance 405 nm; D23A/D198A/D206A triple mutant, cannot self-cleave; scale: DMSO 0, 5 µM enzyme 100. 330,000 tested, 0.093% active. activation, % at 8.5 µM;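 active = percent activation above the screen-wide mean plus 3 SD, cut at about 25% in these data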
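Replicates: singlicate. Assay system: Procaspase-7 triple mutant (PC-7 D3A). Signal: 405 nm absorbance of p-nitroaniline. Times: 1 h preincubation, 2 h reaction. Buffer or medium: Zinc-free HEPES pH 7.4 with 300 mM NaCl, 0.01% Triton X-100. Also added: DEVD-pNA substrate. Benchmarks: DMSO wells as 0%, DMSO with 5 µM added PC-7 as 100%.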
PP5 primary: PP5 phosphatase inhibitors, primary screen, biochemical, fluorescence. inhibition, % at 6.7 µM. purified PP5c, OMFP substrate fluorescence. AID 1987, 2009. 320,000 tested, 0.18% active;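 active = inhibition above the campaign's mean inhibition across all tested compounds plus 3 SD, cut at about 9.5% in these data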;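 also: 0% = DMSO only and 100% = 100 µM cantharidin control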
Target sequence (P53041 whole entry, looked up): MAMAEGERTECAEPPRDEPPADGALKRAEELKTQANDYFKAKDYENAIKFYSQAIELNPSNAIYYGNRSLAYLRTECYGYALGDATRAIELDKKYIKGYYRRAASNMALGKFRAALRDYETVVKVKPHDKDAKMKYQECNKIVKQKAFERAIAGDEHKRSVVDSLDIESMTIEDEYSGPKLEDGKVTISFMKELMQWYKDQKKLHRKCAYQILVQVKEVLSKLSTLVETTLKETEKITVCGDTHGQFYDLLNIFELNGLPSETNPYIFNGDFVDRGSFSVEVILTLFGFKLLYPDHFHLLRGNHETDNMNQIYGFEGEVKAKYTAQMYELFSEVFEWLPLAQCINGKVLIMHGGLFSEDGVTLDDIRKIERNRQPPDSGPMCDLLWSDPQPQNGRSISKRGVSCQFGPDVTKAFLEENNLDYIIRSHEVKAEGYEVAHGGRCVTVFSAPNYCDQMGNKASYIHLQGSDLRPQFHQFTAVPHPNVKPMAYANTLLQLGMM
CTSL1 counter: Fasciola hepatica cathepsin L1 inhibitors, primary screen, counter-screen for PFM18AAP inhibitor project, biochemical, QFRET, fluorogenic peptide substrate; AID 1906, 2009; inhibition, % at 5.96 µM; 300,000 tested, 0.49% active; recombinant F. hepatica cathepsin L1, Z-Leu-Arg-MCA fluorescence;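 active = inhibition above the mean of all tested compounds plus 3 SD, set per screening campaign, cut at about 17% in these data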;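 also: 0% = plate median of test compound wells and 100% = 1 µM Z-Phe-Ala-diazomethylketone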
PP1 inh: PP1-alpha phosphatase inhibitors, primary screen, counter-screen for PP5 inhibitor project, biochemical, fluorescence, OMFP substrate, single point. Serine/threonine-protein phosphatase PP1-alpha catalytic subunit (Homo sapiens), P62136. purified PP1alpha. inhibition, % at 6.7 µM. 320,000 tested, 0.9% active. AID 2235, 2010;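 active = inhibition above the mean inhibition of all tested compounds plus 3 SD, computed separately for each screening campaign, cut at about 15% in these data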
proCasp3 act: activators of human procaspase-3 D3A mutant, primary screen, biochemical, absorbance, PC-3 D3A mutant, single concentration | activation, % at 8.5 µM | 330,000 tested, 0.11% active | recombinant procaspase-3 D3A, Ac-DEVD-pNA absorbance 405 nm | Caspase-3 (Homo sapiens), P42574;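 active = activation above the mean of all tested compounds plus 3 SD, cut at about 21% in these data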;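 also: 0% = DMSO alone and 100% = DMSO wells spiked with extra 5 µM PC-3 D3A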
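Assay system – Procaspase-3 D3A mutant, all three cleavage aspartates alanine · Controls – DMSO-only low control, 5 µM PC-3 D3A high control · Schedule – 1 h compound preincubation, 2 h substrate hydrolysis at 25 °C · Signal – 405 nm absorbance of p-nitroaniline, reads at 0 and 120 min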
Numbers without * were called inactive; ? = inconclusive; . = no result given. Compounds were not picked by outcome; any-hit rate near 2.9%.

structure	TPT1 inh	GASC-1 inh	core dimer inh	Efflux pump mplx	procasp7 counter	PP5 primary	CTSL1 counter	PP1 inh	proCasp3 act
O=C1OC(OC(=O)c2ccccc2Br)C(N2CCOCC2)=C1Cl (configuration not stated)	-1	1	-13	-0.4	-7	3.0	1	-1	10
O=C(CCN1CCN(c2ccccn2)CC1)Nc1ccc(F)cc1	0	11	-2	0.1	10	1.6	-7	-2	6
COc1ccccc1-c1nc(SCC(=O)NCC2CCCO2)c2c(=O)n(C)c(=O)n(C)c2n1 (configuration not stated)	-2	0	6	0.1	-2	-1.6	0	-2	3
Clc1ccccc1CN1CCN(/N=C/c2ccncc2)CC1	1	3	5	0.1	1	2.0	0	1	-6
CCOC(=O)C1(CCOC)CCN(Cc2ccc(COC)o2)CC1	-6	-5	-3	0.2	-5	3.3	-2	-4	1
O=C(CCN1C(=O)/C(=C/c2ccccc2F)SC1=S)NCCc1ccc(O)cc1	3	15	5	0.3	-6	-0.8	2	10	-4
Cc1c(Cl)cccc1NC(=S)NC1CCCC1	-1	?	-1	0.3	13	4.6	3	3	-3
O=C(COc1coc(CN2CCN(c3ccccc3F)CC2)cc1=O)NC1CCCCC1	1	1	0	0.0	7	-0.4	-3	-3	5
O=C(Nc1ccc2c(c1)OCCO2)c1ccc(Cl)cc1Cl	3	-7	-19	0.3	3	4.7	-1	0	-2
CCc1c(C)nc(N2CCN(Cc3ccc4c(c3)OCO4)CC2)[nH]c1=O	-4	-5	-11	0.0	0	-0.1	-1	3	-5
CC(C)NC(=O)c1ccc2c(c1)N(CC(=O)N1CCOCC1)C(=O)C(C)(C)O2	-2	9	-7	-0.1	1	1.5	1	-2	0
NS(=O)(=O)c1cccc(NC(=O)COC(=O)CSCc2ccccc2)c1	.	13	.	0.2	-9	.	.	.	6
Cc1cc(/C=C2\SC(=O)N(C)C2=O)c(C)n1-c1cccc(C(=O)O)c1	0	-22	9	0.1	-5	3.0	-1	-4	-9
O=C(NC1CCCCCC1)C1CCCN1S(=O)(=O)c1cccc2cccnc12 (configuration not stated)	2	-17	-1	0.2	-8	-1.2	1	-2	0
O=C(O)c1ccc(CNS(=O)(=O)c2ccc(Oc3ccccc3Cl)cc2)cc1	-2	-1	1	-0.1	10	0.8	-2	-3	0
COc1ccc(CC(=O)N/N=C(\C)c2ccccn2)cc1	-2	-1	3	0.0	10	4.0	0	1	-2
Cc1csc(NC(=O)CCC(=O)N(CC(=O)NC2CCCC2)Cc2ccco2)n1	3	19	0	0.1	6	0.9	2	0	1
O=C1CC2(CCCC2)CC(=O)N1c1ccccc1	0	1	2	-0.1	5	-0.9	2	-2	-2
OCCNc1nc(Nc2ccc(Cl)c(Cl)c2)nc2ccccc12	-2	0	-11	-0.1	11	3.9	3	23*	-2
O=S(=O)(NNC(=S)NCC1CCCO1)c1cc(Cl)ccc1Cl (configuration not stated)	0	-3	1	-0.1	-1	-1.4	0	0	-3
CN(C)CCCN(C(=O)c1ccc(S(=O)(=O)N2CCCc3ccccc32)cc1)c1nc2ccc(F)cc2s1	-5	-3	-15	-0.1	6	5.0	-2	12	-10
CC1=C(C#N)c2nc(N)c(C#N)c(C)c2/C1=C\c1ccc(OCC(=O)O)c(Cl)c1	6	-2	2	-0.2	2	1.9	3	4	-4
O=C(NCC(=O)N1CCCC(C(F)(F)F)C1)c1ccc2ccccc2c1 (configuration not stated)	-3	-7	3	0.1	-2	-1.5	1	-2	-2
O=C1c2ccccc2C(=O)N1Cc1ccccc1F	0	16	-2	-0.1	3	1.7	-4	0	8
CCc1ccc[n+](-c2[nH]c(=O)sc2/C=N/NC([S-])=Nc2ccccc2)c1	-41	4	-2	0.0	-33	0.4	2	0	-22
COc1ccc(S(=O)(=O)NC(C)CCc2ccccc2)cc1 (configuration not stated)	-2	14	3	0.1	2	-1.0	2	1	5
COc1ccc(CCn2nnnc2C(c2ccccc2)N2CCN(C)CC2)cc1OC (configuration not stated)	-4	-2	-3	-0.1	6	-2.5	-4	2	-7
O=c1ccc2cc3c4c(c2o1)CCCN4CCC3	-13	5	14	-0.1	7	-1.2	3	5	4
COc1cccc(/C(C)=N/NS(=O)(=O)c2ccc(Cl)cc2)c1	-1	5	-1	0.0	-3	-0.1	-2	-4	-2
O=C(CN1CCCCC1)Nc1nnc(-c2ccc([N+](=O)[O-])cc2)s1	-1	8	11	0.0	-5	0.7	-2	-3	3
CCOC(=O)C1=C(N)N(c2ccccc2)C2=C(C(=O)CCC2)C1c1cccnc1 (configuration not stated)	-2	-8	3	2.7	12	-2.9	2	-3	6
Cc1c(Cl)cccc1NC(=O)CCN1CCOCC1	-3	-17	-2	0.1	3	1.9	0	7	8
O=C(Cc1ccccc1)Nc1ccc2oc(-c3ccncc3)nc2c1	4	0	7	0.0	-3	-8.3	4	8	2
COc1ccc(/C=C2/SC(=S)N(NS(=O)(=O)c3ccccc3)C2=O)cc1	3	0	2	0.0	-10	1.8	7	1	-6
O=C(Nc1cccc(F)c1)N1CCN(C(=O)c2ccco2)CC1	0	-3	-6	0.0	0	0.4	-1	-1	2
N#CC1=C(N)OC2=C(C(=O)CCC2)C1C1CC=CCC1 (configuration not stated)	2	1	-3	-0.3	5	6.5	2	-1	-8
Cc1c(/C=N/NC(=O)c2ccc(Br)o2)cnn1C	0	-4	-1	0.0	3	-1.0	3	-2	-1
O=C1C(C2=NC(c3ccccn3)C3C(=O)N(c4ccccc4)C(=O)C23)=C(O)c2ccccc21 (configuration not stated)	1	1	0	0.0	3	1.1	0	9	-10
COC(=O)C1(c2ccccc2)NC(c2ccc(O)cc2)C2C(=O)N(c3ccc4c(c3)OCO4)C(=O)C21 (configuration not stated)	1	1	-1	0.0	1	0.3	5	-5	-7
CC(=O)Nc1cccc(-n2c(=O)n(Cc3ccccc3)c(=O)c3[nH]cnc32)c1	-4	-46	-5	0.0	4	-0.2	-5	1	-1
COc1ccccc1C(=O)NCC(=O)N/N=C/c1ccc([N+](=O)[O-])cc1	1	-3	-2	-0.1	4	1.2	4	-2	13
COc1ccc(C2(c3ccc(OC)cc3)NC(=O)N(CC(=O)Nc3ccc(OC)c(OC)c3)C2=O)cc1	-4	-21	11	0.2	-3	1.6	-11	-4	-2
O=C(c1cc(Cl)cc(Cl)c1)N1CCN(c2cc(C(F)(F)F)nc3ccccc23)CC1	1	21	7	0.1	4	-0.1	2	-4	1
CC1CC=C(c2ccccc2)C(=S)N1 (configuration not stated)	1	6	0	0.0	-2	-0.3	-2	-6	-7
COc1ccccc1NC(=O)CCC(=O)c1ccc(-c2ccccc2)cc1	8	-2	23	0.1	8	0.9	0	1	7
CCOC(=O)CNC(=O)CN1C(=O)CCSc2ccccc21	-4	-4	-1	0.0	9	2.5	-5	0	0
Cc1cccc(Nc2n[nH]c(C)c2[N+](=O)[O-])c1	-3	13	-3	0.7	-2	3.4	2	3	1
O=C(Cn1nnc(-c2ccccc2)n1)Nc1ccccc1N1CCOCC1	-2	-18	-1	0.1	11	1.0	-3	-3	-1
CC1=C(C#N)C(NC(=O)C2CCCCC2)(C(F)(F)F)C(=O)N1 (configuration not stated)	0	9	-3	0.0	-1	0.3	0	-2	4
Nc1c(C(=O)CSc2nncn2-c2ccccc2)c(=O)[nH]c(=O)n1C1CC1	.	8	.	0.0	7	0.4	.	-3	-5
CN(C)c1cc(C(F)(F)F)nc(-c2ccccn2)n1	2	-12	-6	-0.1	-1	2.5	-2	4	3
COc1ccccc1NC(=O)c1cc2ccccc2o/c1=N\O	2	4	2	-0.1	-25	-0.8	4	0	-7
Cc1cc(C)c(C#N)c(SCCS(=O)(=O)c2ccc(C(C)(C)C)cc2)n1	3	-2	26	-0.1	8	-1.1	-1	-3	-1
N/C(=N\OC(=O)COc1ccccc1)c1ccccn1	-1	-2	5	-0.1	4	-1.3	-19	0	4
Cc1ccc(Cc2cnc(NC(=O)/C(C#N)=C/c3ccc(-c4cccc([N+](=O)[O-])c4)o3)s2)cc1	4	-1	47*	-0.1	14	-1.2	3	3	3
CN(Cc1ccccc1)C(=O)COC(=O)Cn1cnc2ccccc21	2	-1	-1	0.1	2	0.4	0	0	8
Cc1cc(-c2nnc(-c3cccc(Cl)c3)o2)no1	-1	0	2	0.1	0	-4.0	-1	-7	7
Cn1c(O)c(/C=N/NC(=O)c2cc3ccccc3cc2O)c2ccccc21	122*	11	-3	-0.2	-15	2.8	5	22*	-6
CCCCCc1nnc(NC(=O)C(=O)OCC)s1	-1	-4	-3	-0.1	1	3.2	1	-1	2
Cc1cc(C)n2nc(SCc3ccccc3)nc2n1	-7	-9	2	-0.1	3	-1.2	-5	-6	0
CC(C)(O)C1=NOC(c2ccccc2)C1 (configuration not stated)	0	13	-3	0.4	0	3.4	-6	3	5
CCOC(=O)C1(Cc2cccc(OC)c2)CCN(C/C=C/c2ccc(OC)cc2)CC1	2	-37	4	0.0	-1	-10.0	12	-2	-5
COc1ccc(/C=c2/sc3nc(-c4ccccc4)c(-c4ccccc4)n3c2=O)cc1	1	6	2	0.0	-3	-1.3	-5	-5	-1

2 compounds drawn at random from the list so far:
structure	TPT1 inh	GASC-1 inh	core dimer inh	Efflux pump mplx	procasp7 counter	PP5 primary	CTSL1 counter	PP1 inh	proCasp3 act
Cn1c(O)c(/C=N/NC(=O)c2cc3ccccc3cc2O)c2ccccc21	122*	11	-3	-0.2	-15	2.8	5	22*	-6
Cc1ccc(Cc2cnc(NC(=O)/C(C#N)=C/c3ccc(-c4cccc([N+](=O)[O-])c4)o3)s2)cc1	4	-1	47*	-0.1	14	-1.2	3	3	3
